tuberculosis growth = growth inhibition of non-replicating M. tuberculosis (AID 488890); one-dose inhibition, % at 25 µM; IC50 in µM for titrated hits; Mycobacterium tuberculosis non-replicating, growth inhibition; higher % means a stronger effect; 320,000 tested, 0.39% active; in the data active = a potency from the dose series; inconclusive = inhibition mostly from about 82% at the one dose, without a potency; inactive = the rest, 99 in 100 with inhibition below about 76%;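 also: plate controls were DMSO cells for no effect and high antibiotic wells for full effect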
inhibitors of VEEV = inhibitors of VEEV TC-83 cytopathic effect, confirmation, Vero cells (AID 588727); inhibition, % at 20 µM; hits with a dose series show IC50 in µM; 350,000 tested, 0.13% active; Vero cells, VEEV TC-83 cytopathic effect inhibition; higher % means a stronger effect; in the data active = a potency from the dose series; inconclusive = inhibition mostly from about 14% at the one dose, without a potency; inactive = the rest, 99 in 100 with inhibition below about 12%; also: strong numbers were not always called active
H37Rv inhibition = M. tuberculosis growth inhibition, HTS (AID 449762). M. tuberculosis H37Rv growth inhibition, 7H9 media; higher % means a stronger effect. one-dose inhibition, % at 25 µM; IC50 in µM for titrated hits. 330,000 tested, 0.59% active; in the data active = a potency from the dose series; inconclusive = inhibition above about 70% without an active follow-up result;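 also: bacterial growth assessed after seven days of incubation; strong numbers were not always called active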
influenza NS1A = H1N1 influenza NS1A inhibitors, functional cell based assay (AID 504329) | NS1A functional cell-based assay, percent inhibition; higher % means a stronger effect | one-dose inhibition, % at 12.5 µM; IC50 in µM for titrated hits | 340,000 tested, 0.3% active; in the data active = a potency from the dose series; inconclusive = inhibition above about 27% without an active follow-up result; also: strong numbers were not always called active
Salmonella PhoP GFP = Inhibition of PhoP regulon, Salmonella typhi GFP reporter cells, confirmation, 4 h (AID 1850); Salmonella Typhi PhoP-promoter GFP reporter, fluorescence, 4 h; higher % means a stronger effect; one-dose inhibition, % at 50 µM; IC50 in µM for titrated hits; 310,000 tested, 0.33% active; in the data active = a potency from the dose series; inconclusive = inhibition mostly from about 25% at the one dose, without a potency; inactive = the rest, 99 in 100 with inhibition below about 19%;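 also: 0% = induced wells with vehicle and 100% = uninduced wells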
inhibitors of VEEV 10K pilot screen = further read-out of inhibitors of VEEV, marked with its call; inhibition, %; measured here: 10K pilot screen inhibition
An asterisk follows results filed as active; i = inactive; ? = inconclusive; / = not tested or not shown.

SMILES | tuberculosis growth | inhibitors of VEEV | H37Rv inhibition | influenza NS1A | Salmonella PhoP GFP | others
CCCCN1C(=N)N([C@@H](C)CN2CCC[C@H]2CN2C(N)=NC[C@H]2C(C)C)C[C@H]1[C@H](C)CC | 19.3% | i | -14.2% | -8.2% | /
Cc1cccc(CSc2nc3sc(C)c(C)c3c(=O)n2Cc2ccco2)c1 | 3.0% | i | 23.5% | 6.7% | 9.3%
O=C(c1ccc2c(c1)OCO2)N1CCCc2ccccc21 | 10.9% | 0.1% | -5.8% | 9.1% | -5.5%
COc1ccc(C(CC(=O)O)NC(=O)COc2ccc(C)cc2)cc1OC (stereo unspecified) | -7.7% | 0.7% | -6.7% | -8.8% | 1.3%
CCOC(=O)CSc1nnc(Cn2c(=O)sc3ccccc32)n1C | 28.7% | 0.7% | -8.4% | -5.5% | -5.5%
CSc1nsc(SCC(=O)Nc2ccccn2)n1 | ? | 6.5% | -7.8% | 5.3% | -5.4%
COc1cc2c(cc1OC)C(c1ccc(Br)cc1)N(C(=O)c1ccccc1C(=O)O)CC2 (stereo unspecified) | -4.8% | i | 5.3% | -0.6% | -0.9%
CCOC(=O)c1c(C)nc2c(c1-c1ccccc1)C(=O)CCC2 | 4.5% | 0.7% | 1.3% | 1.9% | -2.9%
COc1ccc2c(COC(=O)c3n[nH]c4ccccc34)cc(=O)oc2c1 | -0.6% | 8.1% | -8.8% | 2.1% | -5.1%
Cc1c(C(=O)Nc2ccc(S(=O)(=O)N(C)C3CCN(C)CC3)cc2)oc2ccccc12 | 56.8% | 5.5% | 23.3% | 7.2% | /
CN(NC(=O)c1ccco1)c1nc2ccccc2nc1C(F)(F)F | 2.4% | 1.2% | -1.4% | -6.9% | 7.2%
CNC(=O)c1ccc(NC(=O)CCNC(=O)Nc2ccccc2)cc1 | / | 1.9% | / | -10.2% | /
CCCCN1C2CCCC1CC(NC(=O)c1cccc(Cl)c1)C2 (stereo unspecified) | -3.8% | 0.2% | 1.7% | 1.0% | -6.4%
CCOC(=O)CSc1nnc(CNC(=O)c2cccc(C)c2)n1-c1ccccc1OC | 9.1% | 0.2% | 0.3% | -0.8% | -4.6%
CCOC(=O)c1c(NC(=O)c2cc(C)on2)c2cc([N+](=O)[O-])ccc2n1C | -10.6% | / | 4.0% | / | -16.4%

In the list so far, these contain two or more sulfur atoms.
SMILES | tuberculosis growth | inhibitors of VEEV | H37Rv inhibition | influenza NS1A | Salmonella PhoP GFP | others
Cc1cccc(CSc2nc3sc(C)c(C)c3c(=O)n2Cc2ccco2)c1 | 3.0% | i | 23.5% | 6.7% | 9.3%
CCOC(=O)CSc1nnc(Cn2c(=O)sc3ccccc32)n1C | 28.7% | 0.7% | -8.4% | -5.5% | -5.5%
CSc1nsc(SCC(=O)Nc2ccccn2)n1 | ? | 6.5% | -7.8% | 5.3% | -5.4%

New compounds follow
SMILES | tuberculosis growth | inhibitors of VEEV | H37Rv inhibition | influenza NS1A | Salmonella PhoP GFP | others
CC(NC(=O)COC(=O)c1cc(Cl)ccc1O)C1CC2CCC1C2 (stereo unspecified) | ? | 5.0% | 1.6% | -10.4% | /
O=C(CN1CCCCC1)NN(Cc1ccccc1)c1ccccc1 | 6.9% | 0.3% | 0.6% | 8.6% | -1.4%
Cc1nnc(SCC(=O)NC(=O)NC(C)C)s1 | 1.3% | 1.6% | 0.6% | -2.3% | 9.3%
O=C1CC(N2CCN(Cc3ccc(Cl)cc3)CC2)C(=O)N1CCc1ccccc1 (stereo unspecified) | ? | ? | 9.2% | -12.8% | 3.2%
Cc1nc(C)c(-c2csc(NCCc3ccccc3)n2)s1 | 63.4% | 5.7% | ? | 8.4% | 10.0%
Cc1cccc(-c2ccc(NC(=O)C3CCN(CC4CC4)CC3)cc2)c1 | 76.8% | 28.5% | 3.0% | -2.1% | -5.4%
CC(=O)Nc1ccc(NC(=O)COC(=O)c2cc([N+](=O)[O-])ccc2N2CCOCC2)cc1 | 1.3% | 2.7% | -12.1% | -5.5% | -9.9%
CN(C)c1ccc(NS(=O)(=O)c2ccc(Cl)cc2)cc1 | 17.8% | 0.1% | -0.1% | 14.2% | -1.6%
COc1ccc(C2CC(c3c(-c4ccccc4)c4cc(Cl)ccc4[nH]c3=O)=NN2S(C)(=O)=O)cc1OC (stereo unspecified) | 2.1% | 1.2% | 8.0% | -16.9% | 1.9%
Cc1ccc(NC(=O)C(=O)NCCc2c[nH]c3ccccc23)c(C)c1 | -0.2% | 0.1% | -4.0% | -12.9% | 12.4%
C=CCC[C@@H](Cc1ccc(F)cc1)C(=O)OC[C@@H](Cc1ccccc1)NC(=O)[C@@H](CC=C)CC(=O)N[C@@H](CO)Cc1ccccc1 | 35.3% | i | 0.2% | -11.0% | /
CCOCCCN(Cc1ccco1)S(=O)(=O)c1csc(C(N)=O)c1 | 0.2% | 0.2% | -12.7% | 5.8% | 1.6%
Nn1c(SCC(=O)N2CCCC2=O)nnc1-c1cccs1 | 6.2% | 0.6% | -5.5% | -3.1% | -4.5%
O=C(CCNC(=O)c1ccc([N+](=O)[O-])cc1)NCCc1ccccc1 | -4.0% | i | -1.5% | 1.8% | 11.7%
Cc1ccccc1Nc1nnc(SCC(=O)c2c(N)n(C)c(=O)n(C)c2=O)s1 | 1.1% | 9.8% | 0.8% | 3.5% | -0.7%
COc1cccc2c1cc1c(=O)n(CC(=O)NCc3ccccn3)nc(C)n12 | 6.9% | i | 4.4% | -1.6% | -16.6%
COC(=O)c1cn(NC(=O)Cc2ccccc2Br)c(=O)c2ccccc12 | 11.9% | 0.4% | 2.2% | 6.9% | 2.9%
O=C(c1ccc(=O)[nH]c1)N1CCN(S(=O)(=O)c2ccc3ccccc3c2)CC1 | -11.6% | 1.6% | -2.4% | -9.4% | /
CCOC(=O)C1C(=O)NC(N2CCOCC2)=NC1c1ccco1 (stereo unspecified) | 4.1% | 0.9% | 0.8% | -4.7% | 9.0%
O=C(C1=C(O)C(=O)N(CC2CCCO2)C1c1ccccc1F)c1ccco1 (stereo unspecified) | -3.0% | 2.3% | 0.2% | -0.4% | 6.2%
CC1(C)CC(=O)C=C(NCCN2CCN(C(=O)Nc3ccccc3)CC2)C1 | -6.3% | 1.0% | -1.8% | -17.5% | 5.5%
COc1ccc(S(=O)(=O)n2nc(-c3cc(OC)c(OC)c(OC)c3)cc2N)cc1OC | / | 10.1% | -6.9% | 5.4% | -18.4%
O=C(NCCNc1ccc([N+](=O)[O-])cc1)c1ccccc1Br | 7.0% | i | 3.1% | 0.4% | -3.9%
COCCNC(=O)C(OC(=O)c1cc2oc(C)cc2n1C)C(C)C (stereo unspecified) | -2.6% | 0.8% | -5.3% | 14.4% | -4.1%
O=C(Cn1c(=O)c2sccc2n(Cc2ccc([N+](=O)[O-])cc2)c1=O)NCCc1ccccc1 | -9.9% | 2.6% | -6.9% | 16.2% | -8.5%
Cn1c(O)c(C(c2ccncc2)c2c(O)n(C)c(=S)n(C)c2=O)c(=O)n(C)c1=S | 1.1% | 0.1% | 8.6% | -2.4% | -11.2%
O=C(Cc1ncon1)Nc1ccc(F)c(F)c1F | 5.3% | 0.5% | -2.5% | -0.6% | 3.1%
O=C(Nc1ccc2c(c1)OCCO2)C1CCN(S(=O)(=O)c2ccc3c(c2)OCCO3)CC1 | 18.7% | i | 2.9% | -2.6% | -4.2%
Cc1ccc(C)c(C(=O)COC(=O)C2CCN(c3ccc(C(F)(F)F)cn3)CC2)c1 | 30.7% | i | 0.4% | 6.2% | -2.2%
C=CCN1C(=O)/C(=C\c2cccs2)C(C(=O)OC)=C1C | -4.4% | 5.7% | 3.6% | 12.3% | 3.9%
Cc1ccc(/C=N/N2CCCCC2)o1 | 14.7% | 1.7% | -5.4% | 10.2% | 4.7%
O=C1NC2(CCCC2)C(=O)N1CC(=O)N(Cc1ccccc1)c1ccccc1 | 28.7% | 0.1% | 30.1% | 0.2% | -3.5%
O=C(c1cc(COc2c(F)cccc2F)on1)N1CCSCC1 | 4.9% | 0.2% | 0.8% | -8.7% | 3.1%
CC(=O)Nc1ccc(S(=O)(=O)Oc2ccc(/C=N/N=C3/NC(=O)C(CC(=O)O)S3)cc2)cc1 (stereo unspecified) | -7.5% | 0.5% | 1.1% | / | 2.6%
COC(=O)C(Cc1c[nH]c2ccccc12)N1CCS(=O)(=O)CC1 (stereo unspecified) | 0.6% | 0.8% | -5.7% | -3.6% | -4.3%
COc1ccc(Cc2nnc(SCC(=O)N3CCCC(C)C3)o2)cc1 (stereo unspecified) | ? | 1.4% | 23.5% | -7.2% | -1.6%
Clc1ccc(Cc2noc(-c3cccs3)n2)cc1 | 78.5% | i | 13.7% | -1.9% | 5.0%
CC1(C)CC(NC(=O)C2CCN(S(=O)(=O)c3cccc(C(F)(F)F)c3)CC2)CC(C)(C)N1 | 5.7% | 1.1% | -4.4% | -8.3% | /
Clc1ccccc1-c1nnc2n1-c1ccccc1SC2 | -4.6% | 0.5% | -1.1% | -5.7% | 1.8%
CCOC(=O)C1CCCN(C2=NC(=O)/C(=C/c3ccc(O)c(OC)c3)S2)C1 (stereo unspecified) | 11.6% | 0.3% | 3.3% | 18.2% | 7.9%
O=C(NCCCO)c1cc2ccccc2[nH]1 | -5.0% | 0.3% | -2.7% | -4.9% | 6.2%
CN(C)c1ccc(/C=C/c2nnnn2-c2ccccc2)cc1 | 1.1% | 0.8% | 2.6% | 7.1% | 1.0% | inhibitors of VEEV 10K pilot screen=2.5
O=C(COC(=O)C1CC1)Nc1ccc(Cl)cn1 | 23.6% | 0.5% | 8.6% | -8.3% | /
COCCN1Cc2cccc(C(=O)Nc3ccc(S(=O)(=O)N4CCCCC4)cc3)c2C1=O | -11.6% | i | -7.3% | -4.4% | 1.9%
OC(CN1C2=NCCCN2c2ccccc21)c1ccc(Cl)cc1 (stereo unspecified) | -13.3% | 0.2% | -8.9% | -4.7% | -3.5%
C#CCN1C(=O)S/C(=C\c2ccc(-c3ccc(Cl)c(C(=O)O)c3)o2)C1=O | 2.6% | 0.7% | 2.0% | 2.7% | -13.4%
CCC(Sc1nc(C)cc(C)n1)C(=O)O (stereo unspecified) | -6.1% | 0.4% | -3.5% | 0.3% | 9.6%
O=C(COc1ccc(Br)cc1)Nc1ccccc1C(=O)N1CCOCC1 | -3.1% | 5.8% | 3.6% | -10.7% | -11.7%
CCc1cc2c(SCC(=O)N3CC(=O)Nc4ccccc43)ncnc2s1 | 42.2% | 4.9% | 7.0% | 0.3% | -1.8%
CCN1CCN(c2cc(C)c3cc(NC(=S)N4CCCC(C)C4)ccc3n2)CC1 (stereo unspecified) | 46.1% | 0.9% | 8.6% | -1.0% | -1.1%
Cc1ccc(NC(=O)N2CCN(S(=O)(=O)c3ccccc3)CC2)cc1 | -1.9% | 2.1% | 0.9% | -12.0% | 16.5%
O=C1COc2ccc(S(=O)(=O)N3CCC(C(=O)NCc4ccc(F)cc4)CC3)cc2N1 | -6.0% | 1.4% | -4.1% | -3.3% | -11.1%
COc1ccc(O)c(/C=N/N=C2/C(=O)Nc3ccccc32)c1 | -0.3% | 5.9% | 3.8% | 8.1% | -10.8%
Cc1cccc(-n2c(C)c(C)c3c(N)ncnc32)c1 | -21.2% | 2.2% | -0.7% | 5.3% | -8.6%
OCCN1CCN(CCSc2ccccc2)CC1 | -6.5% | 0.2% | -11.1% | -6.4% | -3.8%
Cc1ccc(S(=O)(=O)NCCSc2nnnn2-c2ccc(C(N)=O)cc2)cc1 | 4.3% | 1.9% | -9.4% | 1.1% | /
CN(C)NC(=O)C12CCC(C)(C(=O)O1)C2(C)C (stereo unspecified) | 2.2% | i | -1.0% | 7.7% | 0.5%
O=C(Nc1c2c(nn1-c1ccc(F)cc1)CS(=O)C2)c1ccc(Br)o1 (stereo unspecified) | 3.2% | 0.6% | 2.7% | -9.5% | -6.8%
CN(C)C(=O)c1cc([N+](=O)[O-])ccc1O | 4.0% | 0.1% | -5.3% | -5.3% | -0.1%
O=C(COc1ccc(Br)cc1CNC1CCCC1)Nc1ccccc1 | ? | i | 15.9% | -3.1% | -9.0%

As a short view, part of the list above:
SMILES | tuberculosis growth | inhibitors of VEEV | H37Rv inhibition | influenza NS1A | Salmonella PhoP GFP | others
Cc1ccc(S(=O)(=O)NCCSc2nnnn2-c2ccc(C(N)=O)cc2)cc1 | 4.3% | 1.9% | -9.4% | 1.1% | /
CN(C)NC(=O)C12CCC(C)(C(=O)O1)C2(C)C (stereo unspecified) | 2.2% | i | -1.0% | 7.7% | 0.5%
